Lipid droplet: modulators of hepatic lipid droplet formation | AML12 mouse hepatocytes, oleate lipid droplets, BODIPY imaging | inhibition, % at 6.5 µM | 240,000 compounds, 0.4% hits;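 active means lipid droplet intensity inhibited by at least 50%, with more than 500 cells counted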
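Assay system: AML12 hepatocytes (mouse); Probe or stimulus: oleic acid at 100 µM to induce lipid droplet formation; Dosing: compound at 6.5 µM only; Schedule: compound with oleate, overnight; Detection: fluorescence imaging, 20x objective, two fields per well; Measure: % inhibition of lipid droplet signal.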
Myeloid diff MLP: promotes myeloid progenitor differentiation; calls only at 10 µM; ER-HoxA9 myeloid progenitors, lysozyme-GFP differentiation, flow cytometry; 360,000 compounds, 1% hits;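 active means normalized GFP-positive differentiation at or above the plate's own cutoff, the solvent-only control mean plus 3 SD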;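 further: cells exposed to compound for four days before flow analysis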
MT stabilize HCS: stabilizes microtubules in HeLa cells; % tubulin-high responders, % at 10 µM; HeLa tubulin immunostaining HCS, 24 h; share of cells brighter than vehicle mean+2SD; 200,000 compounds, 0.83% hits; AID 2205;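 active means plate Z-score above 3 for both tubulin-high and condensed-nucleus cell shares, with cell loss under 80%, at 10 µM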;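 further: anti alpha tubulin signal scored within the nucleus-defined area of each cell; some results filed as inactive read as strong as hits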
Ins promoter up: MIN6 insulin promoter up-regulation; MIN6 insulin promoter-GFP reporter, high-content imaging; stronger effect = higher value; z-score at 5 µM; 190,000 compounds, 0.3% hits;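 active means z-score above 3 at 5 µM with at least 500 cells counted in the well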
T cell HTS: T cell immune modulation candidate. calls only at 7 µM. 330,000 compounds, 0.068% hits. 2C CD8+ T cell-vesicle binding, flow cytometry; stronger effect = lower value;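 active means response, share of CD8 T cells binding vesicles, and their 90th percentile fluorescence all below set limits, cut at about 80% in these data, passing the limit was not always enough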
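Assay system – 2C mouse CD8+ T cells · Also added – QL9-loaded Drosophila micro-vesicles · Timing – Cell–vesicle co-incubation 1.5 h at 37 °C, staining 20 min on ice · Signal – flow cytometry of vesicle-bound cells · Measure – percent CD8+ FL2 mean versus row control · Controls – Peptide-free naked vesicles (low) and QL9 vesicles with 0.7% DMSO vehicle (high)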
TNAP activators: human TNAP enzyme activators, primary screen, biochemical, luminescent, no phosphate acceptor, uHTS (AID 1001) | purified TNAP, luminescent activation assay, no phosphate acceptor; higher activation fold means a stronger effect | one-dose activation fold at 20 µM; EC50 in µM for titrated hits | 200,000 compounds, 0.03% hits; in the data active means activation fold from about 3, or a potency from the dose series; inactive means the rest, 99 in 100 with activation fold below about 1.6; further: many of its hits are not listed in these tables
b-catenin transl: alters nuclear translocation of beta-catenin in HeLa cells. immunofluorescence imaging. 190,000 compounds, 0.3% hits. nuclear translocation activity, % at 5 µM;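 active means nuclear translocation activity above 50% at 5 µM, with a well cell count of 50 or more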;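 further: per-cell ratio of nuclear to cytoplasmic median beta-catenin stain intensity; plate controls were DMSO negative control for no effect and GSK-3 inhibitor IX positive control for full effect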
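Assay system: human HeLa cells, native beta-catenin; doses: 5 µM primary, 0.02–20 µM confirmation; incubation: compound treatment 24 h, 37°C, 5% CO2; technique: fluorescence imaging of beta-catenin antibody stain plus DAPI; measure: % activation, nuclear-to-cytoplasmic median beta-catenin signal ratio per cell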
Dynein cargo inh: blocks dynein driven cargo transport along microtubules | 3617.4 mouse cells, GR-EGFP nuclear translocation imaging; test concentration mostly 20 µM; stimulated with dexamethasone, 1 µM; stronger effect = lower value | z-score, hits read low | 220,000 compounds, 0.47% hits | AID 1381;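 active means plate z-score of nuclear minus cytoplasmic receptor signal below a set negative limit, without overly bright fluorescence or cell loss, cut at about -3.5 in these data, passing the limit was not always enough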;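 further: z-score of nuclear minus cytoplasmic ring GR-EGFP intensity difference per well; some compounds called inactive have numbers as strong as hits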
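Buffer or medium: tet-free, stripped-serum medium; Also added: dexamethasone, 1.0 µM final; Technique: high-content fluorescence imaging after fixation; Times: 48 h induction, 1 h compound, 30 min dex at 37 °C; Read-out: per-cell GR-EGFP intensity, nucleus versus surrounding cytoplasmic ring, well-averaged.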
human PMI inhibition: inhibitors of human PMI, primary screen, biochemical, fluorescence intensity, coupled assay (AID 1209). purified PMI enzyme, coupled fluorescence intensity; higher % means a stronger effect. inhibition, % at 20 µM; hits with a dose series show IC50 in µM. 190,000 compounds, 0.42% hits; in the data active means inhibition above about 50%;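 further: plate controls were DMSO vehicle for no effect and wells lacking substrate for full effect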
Dynein cargo inh cytoplasmic EGFP: further read-out of Dynein cargo inh, marked with its call; z-score; measured here: cytoplasmic GR-EGFP intensity; stronger effect = higher value
Dynein cargo inh nuclear GR-EGFP: also measured in Dynein cargo inh; calls as there; z-score; measured here: nuclear GR-EGFP intensity;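 lower value marks the stronger effect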
Dynein cargo inh cell count: recorded beside Dynein cargo inh, whose call it bears; z-score; measured here: cell count per field
Ins promoter up cell count: also measured in Ins promoter up; calls as there; cell count; measured here: cytotoxicity, nuclei count;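 total cells summed across four imaged fields per well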
Lipid droplet cells 6.5 µM: also measured in Lipid droplet; calls as there; cell count; measured here: cell count, cytotoxicity flag;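 cells counted across two imaged fields per well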
b-catenin transl cell count 5 µM: recorded beside b-catenin transl, whose call it bears; cell count; measured here: cell count, cytotoxicity flag
T cell HTS vesicle-bound %: further read-out of T cell HTS, marked with its call; double positive events, %; measured here: CD8+ vesicle-bound cell fraction;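 binding gate set so that unloaded-vesicle control wells show 10% double positive cells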
MT stabilize HCS Hoechst-high %: further read-out of MT stabilize HCS, marked with its call; % Hoechst-high responders; measured here: nuclear condensation Hoechst responders;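 share of cells brighter than vehicle mean plus two SD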
MT stabilize HCS cytotoxicity %: second read-out of MT stabilize HCS, no call of its own (marks repeat the call); toxicity, %; measured here: cytotoxicity by cell density;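 0% = mean cell density of plate MIN control wells and 100% = no cells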
Myeloid diff MLP GFP+ MAC1+ %: second read-out of Myeloid diff MLP, no call of its own (marks repeat the call); GFP+ MAC1+ double positive, %; measured here: differentiation confirmed by MAC1 staining
Starred values were filed as active, the others as inactive; i = inactive; nt = no result given.

SMILES | Lipid droplet | Lipid droplet cells 6.5 µM | Myeloid diff MLP | Myeloid diff MLP GFP+ MAC1+ % | MT stabilize HCS | MT stabilize HCS Hoechst-high % | MT stabilize HCS cytotoxicity % | Ins promoter up | Ins promoter up cell count | T cell HTS | T cell HTS vesicle-bound % | TNAP activators | b-catenin transl | b-catenin transl cell count 5 µM | Dynein cargo inh | Dynein cargo inh cytoplasmic EGFP | Dynein cargo inh nuclear GR-EGFP | Dynein cargo inh cell count | human PMI inhibition
CC1CC(CCC(=O)NC(=S)Nc2ccc(S(N)(=O)=O)cc2)C(=O)O1 (stereo not drawn) | -5 | 670 | i | 0.4 | 3.2 | 1.6 | 7.2 | -0.2 | 1632 | i | 42 | 1 | -2.9 | 1122 | 0.77 | -0.15 | 0.016 | -0.61 | 1%
O=C(NCc1cccnc1)c1cc(Cl)ccc1[N+](=O)[O-] | 14 | 655 | i | 0.1 | 2.6 | 1.7 | 8.1 | 0.31 | 1229 | i | 44 | 1 | -2.0 | 1037 | 0.34 | -0.23 | 0.49 | -0.33 | -16%
Cc1cccc(N2C(=O)C(Cl)=C(N3CCOCC3)C2=O)c1 | -2 | 707 | i | 0.2 | nt | nt | nt | -0.15 | 1254 | i | 22 | nt | 0.6 | 1298 | 0.78 | -0.22 | 0.53 | -0.49 | nt
CC1=CC(C)(C)NC(=S)N1c1cccc2ccccc12 | -32 | 744 | i | 0.4 | 4.8 | 2.0 | 3.6 | nt | nt | i | 24 | 1 | 4.3 | 466 | 0.7 | 0.21 | 1 | -0.52 | 3%
Cc1nc(CSc2ccc(Cl)cc2)cc(N2CCOCC2)n1 | nt | nt | i | 0.9 | 1.4 | 1.8 | 10 | -0.73 | 1509 | i | 35 | 1 | -0.9 | 1423 | -0.49 | -0.05 | -0.42 | 1.4 | -6%
COC(=O)c1[nH]c(C)c(/C(O)=C2\C(=O)C(=O)N(CCN3CCOCC3)C2c2cccnc2)c1C (stereo not drawn) | -15 | 713 | i | 6.5 | 3.4 | 2.0 | 6.5 | 0.43 | 1307 | i | 28 | 1.1 | nt | nt | 0.3 | -0.24 | 0.089 | -0.95 | 4%
NNC(=O)c1nc(-c2cccc(-n3cccc3)c2)no1 | -1 | 680 | i | 0.8 | nt | nt | nt | 0.86 | 993 | i | 39 | nt | -0.3 | 1308 | -0.46 | -0.17 | 0.18 | 0.34 | nt
CCN(CC)c1ccc(C(=O)OCC(=O)N(C(C)C)C(C)C)cc1 | -6 | 710 | i | 0.2 | 11 | 1.7 | 11 | -0.11 | 1105 | i | 52 | 1.1 | 3.4 | 1065 | 2.2 | -0.28 | 1.3 | -0.65 | -15%
O=C(CN1CCN(c2ccccc2Cl)CC1)NC1CCCc2ccccc21 (stereo not drawn) | -40 | 636 | i | 0.1 | 2.8 | 3.3 | 11 | 0.23 | 1503 | i | 6 | 1.1 | -0.2 | 1162 | 0.25 | -0.21 | 0.28 | -0.81 | 12%
Nc1nc(-c2ccccn2)nc(N)c1Cc1c(F)cccc1Cl | -8 | 683 | i | 0.1 | 2.6 | 2.6 | 3.8 | -0.57 | 888 | i | 29 | 1.7 | -1.3 | 1109 | 0.15 | -0.29 | 0.44 | -0.48 | 0%
O=C(O)CCN1C(=O)CC(N2C(=O)/C(=C/c3ccc(Cl)cc3)SC2=S)C1=O (stereo not drawn) | -6 | 356 | i | 0.2 | 3.0 | 4.8 | 3.4 | 0.23 | 1228 | i | 45 | 0.4 | -1.3 | 963 | -0.33 | -0.33 | -0.41 | 1.1 | 1%
CCC(=O)N1N=C(c2c(-c3ccccc3)c3cc(Cl)ccc3[nH]c2=O)CC1c1ccco1 (stereo not drawn) | -55 | 603 | i | 0.4 | 3.1 | 2.8 | 11 | -1.3 | 1271 | i | 43 | 1.1 | 1.5 | 963 | -1 | 0.92 | -0.39 | 0.45 | 10%
Cc1nc2ccc(S(=O)(=O)N(C)CC(=O)N3CCc4ccccc4C3)cc2s1 | nt | nt | i | 0.6 | 4.2 | 3.0 | 14 | -0.65 | 1255 | i | 32 | 1.1 | 3.7 | 1379 | -0.36 | -0.084 | -0.0054 | 0.14 | -4%
CCOC(=O)c1cc(-c2ccccc2)n(CCC(=O)O)c1C | 2 | 803 | i | 4.9 | 2.9 | 2.3 | 2.6 | nt | nt | i | 60 | 1.1 | nt | nt | -0.6 | -0.12 | -0.33 | 0.63 | -4%
C=CCOc1ccc(Cl)cc1CNCCCN1CCOCC1 | nt | nt | i | 2.1 | 1.8 | 1.6 | 4.2 | -0.27 | 1664 | i | 7 | 1.1 | 0.2 | 1373 | 0.62 | -0.19 | 0.085 | -1.2 | -6%
O=c1cc(CO)oc(CN2CCN(Cc3ccccc3)CC2)c1O | nt | nt | i | 0.5 | 1.7 | 1.1 | 4.6 | 0.46 | 918 | i | 66 | 1.1 | nt | nt | 2.2 | -0.041 | 1.3 | -1.6 | -3%
Cc1ccccc1C(=O)NC(=S)Nc1ccc(S(=O)(=O)N(C)c2ccccc2)cc1 | -2 | 710 | i | 0.5 | 2.3 | 1.5 | 5.9 | -0.7 | 888 | i | 47 | 1 | -0.3 | 1142 | -0.13 | -0.25 | 0.038 | -0.061 | 14%
COc1ccc(/C(N)=N/OC(=O)/C=C/c2ccccc2)cc1 | 10 | 656 | i | 0.3 | 4.1 | 2.0 | 11 | -0.11 | 1179 | i | 56 | 1.1 | 3.6 | 937 | -0.32 | -0.27 | -0.22 | -0.84 | -5%
COC(=O)c1sccc1NC(=O)CC1C(=O)NCCN1C(=O)Nc1ccc(C(F)(F)F)cc1 (stereo not drawn) | -2 | 705 | i | 1.3 | nt | nt | nt | -0.35 | 1195 | i | 24 | nt | 0.1 | 1352 | -1.1 | -0.11 | -0.2 | 0.63 | nt
CC(C)(C)C(=O)NNC(=O)CCCOc1ccc(Cl)cc1Cl | nt | nt | i | 1.5 | 3.4 | 2.0 | 7.9 | -0.14 | 1552 | i | 18 | 1.1 | 1.3 | 1277 | 0.7 | -0.23 | 0.7 | 0.36 | 1%
CC(C)N(Cc1ccccc1)C(=S)NC(=O)C1(C)CC1(Cl)Cl (stereo not drawn) | 2 | 726 | i | 0.7 | 3.8 | 2.8 | 9.0 | 0.01 | 1374 | i | 59 | 1 | -0.2 | 986 | 0.56 | -0.17 | 0.18 | -0.61 | 11%
CN1CCN(S(=O)(=O)c2ccc(NC(=O)C3CCCO3)cc2)CC1 (stereo not drawn) | 12 | 749 | i | 4.7 | 3.3 | 1.7 | 3.8 | nt | nt | i | 49 | 1.1 | nt | nt | -0.57 | -0.27 | -0.67 | 1.9 | 1%
CCc1ccc(/C=N/NC(=O)Cc2cccn2C)cc1 | 2 | 729 | i | 0.6 | nt | nt | nt | 1.1 | 1091 | i | 28 | nt | -0.5 | 1332 | -0.028 | -0.28 | -0.42 | 0.96 | nt
O=C(OCCO)c1cc(Cl)c(C(=O)OCCO)cc1Cl | nt | nt | i | 1.7 | 2.2 | 3.1 | 13 | -0.03 | 1288 | i | 56 | 1.1 | -4.5 | 915 | 2.5 | -0.13 | 1.6 | -0.92 | -4%

Overlap with the part before: 2 compounds, followed by the next part.
SMILES | Lipid droplet | Lipid droplet cells 6.5 µM | Myeloid diff MLP | Myeloid diff MLP GFP+ MAC1+ % | MT stabilize HCS | MT stabilize HCS Hoechst-high % | MT stabilize HCS cytotoxicity % | Ins promoter up | Ins promoter up cell count | T cell HTS | T cell HTS vesicle-bound % | TNAP activators | b-catenin transl | b-catenin transl cell count 5 µM | Dynein cargo inh | Dynein cargo inh cytoplasmic EGFP | Dynein cargo inh nuclear GR-EGFP | Dynein cargo inh cell count | human PMI inhibition
CCc1ccc(/C=N/NC(=O)Cc2cccn2C)cc1 | 2 | 729 | i | 0.6 | nt | nt | nt | 1.1 | 1091 | i | 28 | nt | -0.5 | 1332 | -0.028 | -0.28 | -0.42 | 0.96 | nt
O=C(OCCO)c1cc(Cl)c(C(=O)OCCO)cc1Cl | nt | nt | i | 1.7 | 2.2 | 3.1 | 13 | -0.03 | 1288 | i | 56 | 1.1 | -4.5 | 915 | 2.5 | -0.13 | 1.6 | -0.92 | -4%
Cc1nn(-c2ccccc2)cc1/C=N/O | nt | nt | i | 0.7 | 3.5 | 2.6 | 9.1 | -0.15 | 1003 | i | 26 | 1.1 | -2.0 | 1167 | 0.047 | -0.18 | -0.092 | 0.26 | 4%
O=C(Nc1ccccc1N1CCCC1)c1cccc(-c2cc3ccccc3oc2=O)c1 | -13 | 614 | i | 0.5 | 3.6 | 2.4 | 0.7 | -0.34 | 1431 | i | 39 | 1.1 | -1.1 | 952 | -0.41 | -0.047 | -0.35 | -0.034 | -7%
O=C(CCc1nc(-c2ccccc2Cl)no1)NCC1CCCO1 (stereo not drawn) | 5 | 694 | i | 0.3 | 2.0 | 2.0 | 4.4 | -0.71 | 1269 | i | 48 | 1.1 | -1.0 | 1133 | 0.55 | -0.11 | 0.33 | -0.042 | -15%
CC(C)=CC(=O)N1CCCc2ccccc21 | 5 | 737 | i | 4.0 | 2.2 | 2.1 | 5.6 | 0.7 | 1297 | i | 11 | 1.1 | nt | nt | -0.27 | -0.22 | -0.1 | 0.51 | 13%
